# TDP1 cell CPT – DT40-hTDP1 cell growth loss with CPT | chicken DT40 Tdp1-/-;hTDP1 cells + 20 nM CPT, ATP luminescence, 48 h | Potency, µM (doses to about 46.2 µM), for inactives: at the top dose activity change, negative = growth inhibition, most hits filed as inhibitors | 12% of 420,000 active; further: nearly all actives have a fitted effect of over 55% in size
#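 Chicken DT40 Tdp1-/- cells complemented with human TDP1, 400 cells/well, exposed to compounds plus 20 nM camptothecin for at least 48 h at 37 C; viability read as ATP content by CellTiter-Glo luminescence.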
# FEN1 inhibitor – blocks human flap endonuclease 1; P39748; Recombinant FEN1 flap cleavage, fluorescence, 15 min; Potency, µM (doses to about 114 µM), without a hit: top-dose activity change, negative = inhibition, actives largely listed as inhibitors; 0.35% of 390,000 active; AID 588795; further: nearly all actives have a fitted effect of over 65% in size
# Target sequence (P39748 whole entry, looked up): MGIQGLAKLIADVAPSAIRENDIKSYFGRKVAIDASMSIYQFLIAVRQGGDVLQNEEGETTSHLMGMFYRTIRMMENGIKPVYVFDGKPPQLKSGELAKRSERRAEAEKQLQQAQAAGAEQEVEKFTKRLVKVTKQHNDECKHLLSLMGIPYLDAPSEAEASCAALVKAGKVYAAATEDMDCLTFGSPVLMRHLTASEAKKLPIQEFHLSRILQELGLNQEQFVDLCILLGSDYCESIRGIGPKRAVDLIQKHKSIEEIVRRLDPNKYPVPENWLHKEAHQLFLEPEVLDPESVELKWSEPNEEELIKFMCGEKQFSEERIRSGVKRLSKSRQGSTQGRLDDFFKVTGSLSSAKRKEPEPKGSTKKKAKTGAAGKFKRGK
#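 Reaction started by adding substrate (50 nM final) to 10 nM enzyme after 15 min room-temperature compound preincubation. Reads at 0 and 15 min, with data normalized and fitted to a four-parameter Hill equation.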
# N370S GC mod – inhibitors or activators of N370S glucocerebrosidase for Gaucher disease. 0.092% of 330,000 active. P04062. N370S GC spleen homogenate, 4MU-glucoside fluorescence. Potency, µM (highest dose often 59.4 µM), for the others: at the highest dose activity change, negative = inhibition, actives largely listed as inhibitors. AID 2101;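 further: 0% = full enzyme activity and -100% = no enzyme basal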
# * = called active by the depositor; u = inconclusive; x = not tested or not shown; & = joins results of further samples; [ ] = dose if it differs, or a comment. The call rests on the fitted dose curve; in most records, active means well fitted curve in the direction sought with a large enough effect; inconclusive means small, poorly fitted or top-dose-only effect, or another doubt; inactive means no such curve, though single readings can be large; an effect the other way counts as inactive or inconclusive. Unless noted, on the % scale 0 is the no-effect control and ±100 the full control effect; potency means the concentration at half of the fitted maximal effect. These rows are one share of the data (hit frequency here may not be typical).
> CC1=CC(=O)C2=C(C)CC(O)C3C(C)C(=O)OC3C12 (stereo not drawn)
  TDP1 cell CPT: 1%	FEN1 inhibitor: -4%	N370S GC mod: -1%

> O=C(COc1ccc(Cl)cc1)N(c1ccccc1Cl)C1CN2CCC1CC2 (stereo not drawn)
  TDP1 cell CPT: 23µM*	FEN1 inhibitor: 0%	N370S GC mod: u

> O=C(c1cn(Cc2ccccc2F)c2ncccc12)C(F)(F)F
  TDP1 cell CPT: -2%	FEN1 inhibitor: 4%	N370S GC mod: -4%

> NC(Cc1ccccc1)c1nc(-c2ccccc2)no1 (stereo not drawn)
  TDP1 cell CPT: -12%	FEN1 inhibitor: 14%	N370S GC mod: -2%

> CN(C)C(=O)Oc1ccc(OC(=O)N(C)C)cc1
  TDP1 cell CPT: -9%	FEN1 inhibitor: 27%	N370S GC mod: -4%[2.35 µM]

> CSc1nc(N)c(N=Nc2ccc([As](=O)(O)O)cc2)c(=O)[nH]1
  TDP1 cell CPT: -11%	FEN1 inhibitor: 8%	N370S GC mod: -24%

> CC1=C(C)CC2(C(=O)NC(=O)NC2=O)C(C)C1 (stereo not drawn)
  TDP1 cell CPT: -7%	FEN1 inhibitor: 6%	N370S GC mod: x

> C=CCn1cc(C=C2C(=O)N(C)C(=O)N(C)C2=O)c2ccccc21
  TDP1 cell CPT: -19%	FEN1 inhibitor: 15%	N370S GC mod: -20%

> COC(=O)C1=C(c2cccc(OCc3ccccc3)c2)C[C@@H]2CC[C@H]1N2C(=O)NCCc1ccc(F)cc1
  TDP1 cell CPT: u	FEN1 inhibitor: 2%	N370S GC mod: x

> CC1CN(c2ccc([N+](=O)[O-])cc2Cl)CCN1 (stereo not drawn)
  TDP1 cell CPT: -26%	FEN1 inhibitor: 13%	N370S GC mod: -16%

# Next part, overlapping the part above by 2 compounds.
> COC(=O)C1=C(c2cccc(OCc3ccccc3)c2)C[C@@H]2CC[C@H]1N2C(=O)NCCc1ccc(F)cc1
  TDP1 cell CPT: u	FEN1 inhibitor: 2%	N370S GC mod: x

> CC1CN(c2ccc([N+](=O)[O-])cc2Cl)CCN1 (stereo not drawn)
  TDP1 cell CPT: -26%	FEN1 inhibitor: 13%	N370S GC mod: -16%

> O=c1c2ccccc2nc(/C=C\c2ccccc2[N+](=O)[O-])n1-c1ccccc1O
  TDP1 cell CPT: u	FEN1 inhibitor: u	N370S GC mod: -10%

> COC(=O)C1=C(c2ccc(F)cc2OCc2ccccc2)C[C@@H]2CC[C@H]1N2C(=O)NCc1cc(C)oc1C(F)(F)F
  TDP1 cell CPT: 21µM*	FEN1 inhibitor: -17%	N370S GC mod: x

> NC(=S)N/N=C/c1coc2ccccc2c1=O
  TDP1 cell CPT: -13%	FEN1 inhibitor: 15%	N370S GC mod: 3%

> CC(Cc1ccccc1)NC(=O)C(c1ccc(N)cc1)c1ccc(N)cc1 (stereo not drawn)
  TDP1 cell CPT: 12µM*	FEN1 inhibitor: 14%	N370S GC mod: -5%

> CN(C)CC(C(=O)Cc1ccccc1)c1ccccc1 (stereo not drawn)
  TDP1 cell CPT: 0.92µM*	FEN1 inhibitor: 13%	N370S GC mod: x

> CN1CC(C(=O)c2ccc(F)cc2)C(c2ccc(F)cc2)C1 (stereo not drawn)
  TDP1 cell CPT: u	FEN1 inhibitor: -14%	N370S GC mod: -25%

> CC(C)Cc1nc(N2CCNCC2)c(C#N)c2c1CCC2
  TDP1 cell CPT: u	FEN1 inhibitor: -16%	N370S GC mod: -12%

> Cc1ccc(S(=O)(=O)CC(=O)c2cc(C)c(OC(=O)N(C)C)c(C)c2)cc1
  TDP1 cell CPT: u	FEN1 inhibitor: 29%	N370S GC mod: -2%

> COc1cccc(OC)c1C1=NCC(=O)Nc2c1oc1ccc(Br)cc21
  TDP1 cell CPT: 0.92µM*	FEN1 inhibitor: 6%	N370S GC mod: -11%

> COC(=O)C1=C(c2cccc(OCc3ccccc3)c2)C[C@@H]2CC[C@H]1N2C(=O)NCc1cccc(F)c1
  TDP1 cell CPT: u	FEN1 inhibitor: -10%	N370S GC mod: x

> CCOc1ccc(N2C(=O)/C(=C\c3cccs3)C(=O)NC2=S)cc1
  TDP1 cell CPT: u	FEN1 inhibitor: u	N370S GC mod: 5%

> O=c1[nH]c(=O)n(CCC2=CCCCC2)c(O)c1/C=N/N1CCOCC1
  TDP1 cell CPT: -11%	FEN1 inhibitor: -26%	N370S GC mod: -19%

> CP(=O)(Nc1ccccc1)C(Cl)(Cl)Cl (stereo not drawn)
  TDP1 cell CPT: 5%	FEN1 inhibitor: -2%	N370S GC mod: 4%

> Nc1nc(N)c2nc(CNc3ccc(C(=O)NC(CCC(=O)O)C(=O)O)cc3)cnc2n1 (stereo not drawn)
  TDP1 cell CPT: -81%	FEN1 inhibitor: -34%	N370S GC mod: u

> N#Cc1cc2c(nc1SCC(=O)Nc1ccc(Cl)cc1)C1CCN2CC1
  TDP1 cell CPT: u	FEN1 inhibitor: 0%	N370S GC mod: 3%

> O=c1c2ccccc2nc(/C=C/c2ccccc2)n1-c1ccccc1O
  TDP1 cell CPT: -11%	FEN1 inhibitor: -10%	N370S GC mod: -8%

> O=C1CN=C(c2ccccc2)c2c(sc3c2CCCC3)N1
  TDP1 cell CPT: u	FEN1 inhibitor: -3%	N370S GC mod: -12%

> O=C1NC(=O)C(=Cc2ccc(N3CCN(C(=O)c4ccccc4)CC3)c([N+](=O)[O-])c2)C(=O)N1
  TDP1 cell CPT: 21%	FEN1 inhibitor: -24%	N370S GC mod: -4%

> COc1ccc(CNC(=O)/C=C\c2ccc3[nH]cc(CCN(C)C)c3c2)cc1
  TDP1 cell CPT: u	FEN1 inhibitor: x	N370S GC mod: 7%

> Cc1ccc(-n2c(/C=C/c3ccc(Br)s3)nc3ccccc3c2=O)cc1C
  TDP1 cell CPT: u	FEN1 inhibitor: 1%	N370S GC mod: x

# 5 compounds picked at random from the list so far, as already listed:
> O=C1CN=C(c2ccccc2)c2c(sc3c2CCCC3)N1
  TDP1 cell CPT: u	FEN1 inhibitor: -3%	N370S GC mod: -12%

> N#Cc1cc2c(nc1SCC(=O)Nc1ccc(Cl)cc1)C1CCN2CC1
  TDP1 cell CPT: u	FEN1 inhibitor: 0%	N370S GC mod: 3%

> CP(=O)(Nc1ccccc1)C(Cl)(Cl)Cl (stereo not drawn)
  TDP1 cell CPT: 5%	FEN1 inhibitor: -2%	N370S GC mod: 4%

> Cc1ccc(-n2c(/C=C/c3ccc(Br)s3)nc3ccccc3c2=O)cc1C
  TDP1 cell CPT: u	FEN1 inhibitor: 1%	N370S GC mod: x

> O=c1c2ccccc2nc(/C=C/c2ccccc2)n1-c1ccccc1O
  TDP1 cell CPT: -11%	FEN1 inhibitor: -10%	N370S GC mod: -8%

# (listing goes on)
> Nc1ncc(P(=S)(N2CCOCC2)N2CCOCC2)s1
  TDP1 cell CPT: -7%	FEN1 inhibitor: 2%	N370S GC mod: 20%

> C=CCn1c(O)c(/C=C2\C=Nc3ccccc32)c(=O)[nH]c1=O
  TDP1 cell CPT: -3%	FEN1 inhibitor: 8%	N370S GC mod: 5%

> CC12Cc3cn[nH]c3C=C1CCC1C2CCC2(C)C1CCC2(C)O (stereo not drawn)
  TDP1 cell CPT: u	FEN1 inhibitor: 17%	N370S GC mod: x

> CCOc1ccccc1NC(=O)c1cccn(Cc2ccccc2C)c1=O
  TDP1 cell CPT: -2%	FEN1 inhibitor: -15%	N370S GC mod: x

> CCc1ccccc1NC(=O)N1C[C@H]2C[C@@H](C1)c1cccc(=O)n1C2
  TDP1 cell CPT: -8%	FEN1 inhibitor: -2%	N370S GC mod: -9%

> Cc1ccc(Cn2cc(C=O)c(-c3ccc(C)cc3)n2)cc1
  TDP1 cell CPT: u	FEN1 inhibitor: -8%	N370S GC mod: 22%

> CNC(=O)Oc1cccc(-c2cn3cc(Cl)ccc3n2)c1
  TDP1 cell CPT: -16%	FEN1 inhibitor: -9%	N370S GC mod: u

> COc1cc2c(cc1OC)C(C(=O)N(C)C1CCCCC1)C1CCCCN1C2=O (stereo not drawn)
  TDP1 cell CPT: -3%	FEN1 inhibitor: 5%	N370S GC mod: 2%

> CCC(=O)c1ccc(OC)c(OC)c1
  TDP1 cell CPT: 0%	FEN1 inhibitor: 11%	N370S GC mod: 3%

> O=C(c1cc(F)ccc1F)C1CCCN(Cc2cccc(Cl)c2)C1 (stereo not drawn)
  TDP1 cell CPT: -19%	FEN1 inhibitor: 17%	N370S GC mod: -8%

> C=CCC1(Nc2ccccc2)CC(C)N(C)CC1C (stereo not drawn)
  TDP1 cell CPT: 1%	FEN1 inhibitor: 3%	N370S GC mod: -9%

> COc1ccc(C)cc1NC(=O)c1cccn(Cc2ccccc2Cl)c1=O
  TDP1 cell CPT: -29%	FEN1 inhibitor: -8%	N370S GC mod: x

> Cc1ccc(O)c(C(=O)c2cc(C(=O)NCc3ccccc3)c(=O)n(Cc3ccccc3)c2)c1
  TDP1 cell CPT: 7.3µM*	FEN1 inhibitor: 7%	N370S GC mod: -3%

> O=C(O)CCn1cc(C=C2C(=O)NC(=S)NC2=O)c(-c2cccc(Cl)c2)n1
  TDP1 cell CPT: 2%	FEN1 inhibitor: -5%	N370S GC mod: -19%

> COc1ccc2c(c1)c(C(=O)O)c(C)n2CC(C)C
  TDP1 cell CPT: -15%	FEN1 inhibitor: 9%	N370S GC mod: 3%

> O=c1oc2ccccc2cc1-c1cn2cc(Cc3ccc(F)cc3)sc2n1
  TDP1 cell CPT: 5.2µM*	FEN1 inhibitor: 3%	N370S GC mod: x

> O=C(NCC(c1cccnc1)N1CCN(c2ccccc2F)CC1)Oc1ccccc1 (stereo not drawn)
  TDP1 cell CPT: u	FEN1 inhibitor: 4%	N370S GC mod: -8%

> COc1ccc(-c2nn(CCC#N)cc2C(=O)NCc2ccccc2)cc1
  TDP1 cell CPT: -19%	FEN1 inhibitor: -17%	N370S GC mod: 4%

> Cc1nnc2n1-c1ccc(Cl)cc1C(c1ccccc1)=NC2
  TDP1 cell CPT: u	FEN1 inhibitor: x	N370S GC mod: 8%&1%

> O=C1NCCN2CCCC12 (stereo not drawn)
  TDP1 cell CPT: -15%	FEN1 inhibitor: -2%	N370S GC mod: 5%

# An excerpt of these results, with two lines to a compound.
# Value order – TDP1 cell CPT	FEN1 inhibitor	N370S GC mod
- O=C(NCC(c1cccnc1)N1CCN(c2ccccc2F)CC1)Oc1ccccc1 (stereo not drawn)
 : u	4%	-8%
- COc1ccc(-c2nn(CCC#N)cc2C(=O)NCc2ccccc2)cc1
 : -19%	-17%	4%

# Later entries
> COc1cc(Cl)ccc1Nc1ncc(C(=O)N2CCN(c3ccccc3OC)CC2)c2ccccc12
  TDP1 cell CPT: 15µM*	FEN1 inhibitor: -2%	N370S GC mod: x

> CC(C)C[C@H]1C(=O)N2CCC[C@H]2[C@]2(O)O[C@](NC(=O)[C@@H]3C=C4c5cccc6[nH]cc(c56)C[C@H]4N(C)C3)(C(C)C)C(=O)N12
  TDP1 cell CPT: 21µM*	FEN1 inhibitor: u	N370S GC mod: 3%

> COc1cccc(NP2(=O)OCC(C)([N+](=O)[O-])CO2)c1 (stereo not drawn)
  TDP1 cell CPT: 6%	FEN1 inhibitor: -1%	N370S GC mod: x

> CCOc1ccc(N2C(=O)NC(=O)/C(=C\c3ccccc3[N+](=O)[O-])C2=O)cc1
  TDP1 cell CPT: u	FEN1 inhibitor: -24%	N370S GC mod: 1%

> COC(=O)C1=C(c2cccc(C#N)c2)C[C@@H]2CC[C@H]1N2C(=O)NCC1CC1
  TDP1 cell CPT: 18%	FEN1 inhibitor: 2%	N370S GC mod: x

# Part of the list above in order of formula weight, lowest first:
> CCOc1ccc(N2C(=O)NC(=O)/C(=C\c3ccccc3[N+](=O)[O-])C2=O)cc1
  TDP1 cell CPT: u	FEN1 inhibitor: -24%	N370S GC mod: 1%

> COc1cc(Cl)ccc1Nc1ncc(C(=O)N2CCN(c3ccccc3OC)CC2)c2ccccc12
  TDP1 cell CPT: 15µM*	FEN1 inhibitor: -2%	N370S GC mod: x

> CC(C)C[C@H]1C(=O)N2CCC[C@H]2[C@]2(O)O[C@](NC(=O)[C@@H]3C=C4c5cccc6[nH]cc(c56)C[C@H]4N(C)C3)(C(C)C)C(=O)N12
  TDP1 cell CPT: 21µM*	FEN1 inhibitor: u	N370S GC mod: 3%

# Source: PubChem
